TAAR1 antag: human TAAR1 antagonism. Q96RJ0. CHO RD-HGA16 TAAR1, Fluo-8 calcium fluorescence, antagonist. inhibition, % at 3 µM. actives 1.5% (n = 360,000). AID 624466;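 active means inhibition above a per-plate cutoff, the mean inhibition of test compounds on that plate plus 3 SD, cut at about 49% in these data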;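 further: 0% = DMSO plus EC80 beta-PEA response and 100% = DMSO alone without agonist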
Target sequence (Q96RJ0 whole entry, looked up): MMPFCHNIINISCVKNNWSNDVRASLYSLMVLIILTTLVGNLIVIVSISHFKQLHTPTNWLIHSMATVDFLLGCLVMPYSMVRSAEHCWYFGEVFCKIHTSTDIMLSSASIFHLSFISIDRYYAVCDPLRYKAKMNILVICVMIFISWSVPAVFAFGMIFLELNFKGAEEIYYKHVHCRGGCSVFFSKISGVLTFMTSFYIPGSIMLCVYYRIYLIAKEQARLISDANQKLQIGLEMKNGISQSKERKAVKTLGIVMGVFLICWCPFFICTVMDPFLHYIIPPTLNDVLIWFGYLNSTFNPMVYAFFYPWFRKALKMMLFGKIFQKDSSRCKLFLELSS
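Test system: CHO RD-HGA16 cells bearing hTAAR1 | Reagent: β-PEA, EC80 | Compound dosing: 3 µM, single point | Schedule: Dye loading 75 min at 37 °C, then 30 min room temperature | Signal: Calcium fluorescence with Fluo-8 | Evaluation: Percent inhibition of PEA-evoked calcium signal, max/basal emission ratio | Control set: DMSO-only wells and EC80 β-PEA-stimulated wells | Repeats: Singlicate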
M1 ag parental: counter-screen for M1 agonists: effect in parental CHO-K1 cells | Fluo-8 calcium fluorescence; scaled to maximal ATP response, vehicle zero | activation, % at 3 µM | actives 0.48% (n = 360,000) | AID 602248; in the data active means activation above about 15%;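 further: untransfected CHO-K1 host cells lacking M1 receptor as counterscreen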
CHO-K1 Ca antag: nonselective inhibitor or artifact in parental CHO-K1 cells. ATP-induced calcium, Fluo-8 fluorescence. inhibition, % at 3 µM. actives 0.6% (n = 360,000);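 active means inhibition above a per-plate cutoff, the plate's mean sample inhibition plus 3 SD, cut at about 24% in these data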;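 further: 0% = DMSO plus EC80 ATP and 100% = DMSO alone without ATP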
CHO-K1 Ca PAM: counter-screen for M1 PAMs: effect in parental CHO-K1 cells. actives 0.02% (n = 360,000). AID 602247. ATP EC20, Fluo-8 calcium fluorescence; 0% at ATP EC20, 100% at ATP max. activation, % at 3 µM;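 active means activation above the run cutoff, the mean activation of all test compounds plus 3 SD, cut at about 40% in these data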;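 further: peak over basal fluorescence ratio in a 140 s read after ATP addition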
TAAR1 ag: agonists of human TAAR1; CHO RD-HGA16 TAAR1, Fluo-8 calcium fluorescence; vehicle wells 0%, saturating PEA agonist 100%; activation, % at 3 µM; actives 0.99% (n = 360,000); AID 624467;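 active means activation above the mean activation of all test compounds in the run plus 3 SD, cut at about 38% in these data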
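Assay system – CHO-derived RD-HGA16 cells with stable Gα16 and human TAAR1 · Compound dosing – one-point dosing at 3 µM (nominal) · Incubation – 17-24 h seeding, 75 min 37 °C dye, 30 min RT · Measured by – kinetic Fluo-8 calcium fluorescence · Control set – DMSO vehicle as 0%, PEA at EC100 as 100% · Repeats – single well for each compound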
CHO parental Ca: counter-screen: ATP calcium response change in parental CHO cells | parental CHO-K1, ATP-induced calcium, Fluo-8 fluorescence | inhibition, % at 5.6 µM | actives 0.63% (n = 330,000) | AID 463079;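 active means inhibition above that plate's mean sample inhibition plus 3 SD, cut at about 26% in these data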;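 further: 0% = ATP-challenged DMSO wells and 100% = DMSO wells without ATP; some compounds past the cut are filed as inactive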
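Material – parental CHO cells · Reagent – ATP stimulus · Compound – single nominal dose of 5.6 µM per compound · Detection – Fluo-8 fluorescence · Read-out basis – percent inhibition of calcium signal · Controls – ATP-challenged DMSO wells low, unchallenged DMSO wells high · Repeats – no replicates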
* marks the source's active call; other numbers are inactive results; · = no result given. Only part of the results is shown (hit frequency here may not be typical).

Sequence of screens – TAAR1 antag, TAAR1 ag, M1 ag parental, CHO-K1 Ca PAM, CHO parental Ca, CHO-K1 Ca antag
- O=c1c2ccccc2nc(/C=C/c2ccc(F)cc2)n1-c1ccccn1
→ ·, ·, ·, ·, -35, ·
- CN1C(=O)C(=Cc2ccc(N(C)C)c([N+](=O)[O-])c2)C(=O)N(C)C1=O
→ ·, ·, ·, ·, -10, ·
- CCOC(=O)c1c(/N=C/C2C(=O)NC(=S)NC2=O)sc(C)c1C
→ ·, ·, ·, ·, -15, ·
- N[C@@H]1CCCC[C@H]1N.O=C(O)C(=O)O.[Pt]
→ ·, ·, ·, ·, -1, ·
- CS(=O)(=O)Nc1ccc(Cc2noc(-c3ccc4[nH]cc(CCN)c4c3)n2)cc1
→ ·, ·, ·, ·, -4, ·
- CCCCC1C(=O)NC(=S)NC1=O
→ ·, ·, ·, ·, 0, ·
- CN[C@H]1C[C@H]2O[C@@](C)([C@H]1OC)n1c3ccccc3c3c4c(c5c6ccccc6n2c5c31)C(=O)NC4
→ ·, ·, ·, ·, -14, ·
- COc1ccc(/C=C2/C(=O)NC(=O)N(Cc3ccco3)C2=O)cc1
→ ·, ·, ·, ·, 1, ·
- O=C(O)c1ccccc1NC(=O)C1C2CCC(O2)C1C(=O)O (stereo not given)
→ ·, ·, ·, ·, -4, ·
- CN1C(=O)C(=Cc2ccc(-c3cccc(Cl)c3)o2)C(=O)N(C)C1=O
→ ·, ·, ·, ·, -3, ·
- COc1ccc(OC)c(N2C(=O)/C(=C/c3ccco3)C(=O)NC2=S)c1
→ ·, ·, ·, ·, 2, ·
- NCC1(CC(=O)O)CCCCC1
→ ·, ·, ·, ·, -4, ·
- COc1ccc(C2N3CC(C)(C)CN23)cc1 (stereo not given)
→ ·, ·, ·, ·, -11, ·
- O=C1NC(=O)N(Cc2ccccc2)C(=O)/C1=C/c1cnn(-c2ccccc2)c1
→ ·, ·, ·, ·, -9, ·
- CN1CCN(C(=O)OC2c3nccnc3C(=O)N2c2ccc(Cl)cn2)CC1 (stereo not given)
→ ·, ·, ·, ·, -9, ·

The closing five entries of the part above lead into the next:
Sequence of screens – TAAR1 antag, TAAR1 ag, M1 ag parental, CHO-K1 Ca PAM, CHO parental Ca, CHO-K1 Ca antag
- COc1ccc(OC)c(N2C(=O)/C(=C/c3ccco3)C(=O)NC2=S)c1
→ ·, ·, ·, ·, 2, ·
- NCC1(CC(=O)O)CCCCC1
→ ·, ·, ·, ·, -4, ·
- COc1ccc(C2N3CC(C)(C)CN23)cc1 (stereo not given)
→ ·, ·, ·, ·, -11, ·
- O=C1NC(=O)N(Cc2ccccc2)C(=O)/C1=C/c1cnn(-c2ccccc2)c1
→ ·, ·, ·, ·, -9, ·
- CN1CCN(C(=O)OC2c3nccnc3C(=O)N2c2ccc(Cl)cn2)CC1 (stereo not given)
→ ·, ·, ·, ·, -9, ·
- CCOC(=O)c1sc(N=Nc2c(O)[nH]c(=O)[nH]c2=O)c(C(=O)OCC)c1C
→ ·, ·, ·, ·, 4, ·
- O=[N+]([O-])c1ccc(N2CCNCC2)cc1NC1CC1
→ ·, ·, ·, ·, -17, ·
- O=[N+]([O-])c1ccc2nc(N3CCNCC3)ccc2c1
→ ·, ·, ·, ·, 3, ·
- C[C@@H]1C[C@H]2OC(=O)C3(CO3)[C@H]2[C@H](O)[C@]2(C)C(=O)C3OC3[C@@H]12 (stereo not given in full)
→ ·, ·, ·, ·, -26, ·
- COc1ccc(CCN)cc1S(N)(=O)=O
→ -10, 1, ·, ·, ·, ·
- O=C(O)c1cc(S(=O)(=O)N2CC3CC(C2)c2cccc(=O)n2C3)ccc1F (stereo not given)
→ -20, 2, ·, ·, ·, ·
- Cc1ccc(C(O)(C(=O)OC(C)C)C(O)c2ccccc2)cc1 (stereo not given)
→ -10, 0, ·, ·, ·, ·
- N#Cc1ccc(NC(=S)N2Cc3cc(Br)ccc3-n3nncc3C2)cc1
→ 9, 8, ·, ·, ·, ·
- Oc1cc(Cl)c(Cl)cc1Cl
→ -5, 1, ·, ·, ·, ·
- Brc1ccc2c(c1)CNCc1cnnn1-2
→ -23, 2, ·, ·, ·, ·
- CCOC(=O)C1=C(C(=O)OCC)C2(c3ccccc3)c3ccccc3C1(C)N2C (stereo not given)
→ -40, 0, ·, ·, ·, ·
- O=C(NCCN1CCC2(CC1)C(=O)NCN2c1ccccc1)c1ccc(F)c(F)c1
→ 103*, 110*, ·, ·, ·, ·
- COC(=O)C1C(c2ccc(I)cc2)CC2CCC1N2C (stereo not given)
→ -11, 2, ·, ·, ·, ·
- Cc1cc(N2CCNC[C@H]2C)ccc1N1CC[C@H](O)C1
→ -21, 3, ·, ·, ·, ·
- O=S(=O)(c1ccc2ccccc2c1)N1Cc2cc(Br)ccc2-n2nncc2C1
→ -15, 0, ·, ·, ·, ·
- C=CCN1C[C@H](C)N(C(c2ccc(C(=O)N(CC)CC)cc2)c2cccc(OC)c2)CC1C (stereo not given in full)
→ -14, 3, ·, ·, ·, ·
- C[C@@]12CC[C@@H](c3cc4c(cc3C1)OCO4)N2c1ccccc1
→ 9, 5, ·, ·, ·, ·
- O=C(NCCN1CCC2(CC1)C(=O)NCN2c1ccccc1)c1ccccc1C(F)(F)F
→ -3, -1, ·, ·, ·, ·
- CCc1cc(OC)c(CCN)cc1OC
→ 9, 23, ·, ·, ·, ·
- Cc1ccc2nc(-c3ccc(CN4CCC(n5c(=O)[nH]c6cc(Cl)ccc65)CC4)cc3)c(-c3ccccc3)nc2c1
→ 21, 0, ·, ·, ·, ·
- Cc1ccc(OC(=O)N(C)C[C@H]2OCc3cnnn3CCCC(=O)N([C@H](C)CO)C[C@H]2C)cc1
→ -37, 3, ·, ·, ·, ·
- Cc1cc(N2CCNC[C@@H]2C)ccc1N1CCN[C@H](C)C1
→ -8, 1, ·, ·, ·, ·
- COC1CC=C2CCN3CCC4=C(CC(=O)OC4)C23C1 (stereo not given)
→ -14, 2, ·, ·, ·, ·
- COP(=O)(OC)OC=C(Cl)Cl
→ 10, 1, ·, ·, ·, ·
- COc1ccc2c(c1)[C@@]13CCCCC1[C@@H](C2)NCC3 (stereo not given in full)
→ 2, 4, ·, ·, ·, ·
- C[C@H]1C(=O)O[C@@H]2CCN3CC=C(COC(=O)[C@](C)(O)[C@]1(C)O)[C@H]23
→ -12, 1, ·, ·, -3, ·
- O=[N+]([O-])c1ccccc1-c1cc(-c2ccccc2)cc(-c2ccccc2)[n+]1Cc1ccccc1Cl
→ 11, 0, ·, ·, 68*, ·
- NS(=O)(=O)c1ccc(-c2ccc(C=C3C(=O)NC(=S)NC3=O)o2)cc1
→ -2, 2, ·, ·, -2, ·
- O=C1C2CCN(CC2)C1Cc1ccccc1O (stereo not given)
→ 10, 4, ·, ·, -8, ·
- C=C1C(=O)O[C@H]2C[C@@H](C)[C@@H]3C=CC(=O)[C@@]3(C)C[C@H]12
→ 1, 7, ·, ·, -24, ·
- C/C=C1/C[C@@H](C)[C@](O)(CO)C(=O)OCC2=CCN3CC[C@@H](OC1=O)[C@@H]23
→ -23, 1, ·, ·, -6, ·
- NC(=O)c1ccc(C(=O)Nc2ccc([As](=O)(O)O)cc2)cc1
→ 10, -2, ·, ·, -12, ·
- COc1ccc(CCNCc2ccc(SC)cc2)cc1
→ -17, 20, ·, ·, -19, ·
- CN1C(=O)NC(=O)/C(=C/c2ccc([N+](=O)[O-])o2)C1=O
→ -7, 10, ·, ·, -23, ·
- Fc1ccc(C[n+]2c(-c3ccccc3)cc(-c3ccccc3)cc2-c2ccccc2)cc1
→ 9, 10, ·, ·, 23, ·
- CCOc1ccc(N2C(=O)/C(=C\c3cccs3)C(=O)NC2=S)cc1
→ 25, 6, ·, ·, -4, ·
- Cc1cc(N=Nc2ccccc2C)ccc1N
→ -11, -3, ·, ·, 8, ·
- Cc1ccc(/C=C2/C(=O)NC(=O)N(Cc3ccc(F)cc3)C2=O)o1
→ -1, 3, ·, ·, -12, ·
- CCCC1(CCC)C(=O)NC(=Nc2ccc(C)cc2)NC1=O
→ 2, 4, ·, ·, -9, ·
- CC(C)(C)c1cc([N+](=O)[O-])cc(C(C)(C)C)c1O
→ -11, 5, ·, ·, 3, ·
- COc1ccc(N2C(=O)NC(=O)/C(=C/c3cccc(OC(=O)c4cccs4)c3)C2=O)cc1Cl
→ 6, 1, ·, ·, -1, ·
- CCN1C(=O)NC(=O)/C(=C\c2ccc(N3CCOCC3)cc2OC)C1=O
→ -7, 4, ·, ·, -7, ·
- COc1ccc(N2C(=O)NC(=O)/C(=C/c3ccc(N4CCOCC4)cc3)C2=O)cc1
→ 11, 9, ·, ·, -12, ·
- CN(Cc1cccc(-c2ccncc2)c1)C(=O)Oc1ccccc1Cc1ccccc1
→ ·, ·, 12, -8, ·, 24*
- CCOC(=O)[C@]12Cc3cc(Cl)ccc3[C@H]1N(CC(=O)OC)C(=O)c1ccccc12
→ ·, ·, 9.0, 19, ·, 4
- CCOC(=O)[C@]12Cc3cc(Cl)ccc3[C@H]1N(C1CCCCC1)C(=O)c1ccccc12
→ ·, ·, 3.5, 16, ·, 8

Full records, quoted from the list.
`CCOC(=O)[C@]12Cc3cc(Cl)ccc3[C@H]1N(C1CCCCC1)C(=O)c1ccccc12` in the list: TAAR1 antag = ·; TAAR1 ag = ·; M1 ag parental = 3.5; CHO-K1 Ca PAM = 16; CHO parental Ca = ·; CHO-K1 Ca antag = 8
`COc1ccc(N2C(=O)NC(=O)/C(=C/c3ccc(N4CCOCC4)cc3)C2=O)cc1` in the list: TAAR1 antag = 11; TAAR1 ag = 9; M1 ag parental = ·; CHO-K1 Ca PAM = ·; CHO parental Ca = -12; CHO-K1 Ca antag = ·

Compound activity from PubChem.
